# TROY NFkB inh – inhibitors of TROY-driven NF-kB signaling, primary screen, Q293 LMP1-TROYcd cells, NF-kB luciferase, uHTS; Q293 LMP1-TROYcd NF-kB luciferase reporter, 4 h; 0.98% of 360,000 active; inhibition, % at 10 µM;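 active means compounds whose plate-normalised and pattern-corrected inhibition of the luciferase reporter signal at the single screening dose is 50% or more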
# SRC3 inh – SRC3 coactivator transcriptional activity inhibitors, primary screen, cell-based, luminescence; HEK293 GAL4-SRC3 luciferase reporter; inhibition, % at 3.6 µM; 0.17% of 360,000 active; AID 588352, 2011;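 active means inhibition above a per-campaign cutoff, the mean of all compounds plus 3 SD, cut at about 60% in these data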;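 further: 0% = DMSO-treated cells and 100% = gossypol-treated cells at 36 µM; higher means less SRC3-driven luciferase light from the GAL4 reporter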
# NCOA1 inh – SRC1 coactivator transcriptional activity inhibitors, primary screen, cell-based, luminescence; 0.12% of 360,000 active; inhibition, % at 3.6 µM; HEK293 GAL4-SRC1 luciferase reporter; Nuclear receptor coactivator 1 (Homo sapiens), Q15788;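 active means inhibition above the campaign mean plus 3 SD, with each screening campaign given its own cutoff, cut at about 60% in these data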;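 further: 0% = DMSO treated cells and 100% = gossypol at 36 µM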
# NR2F2 inh – NR2F2 transcriptional activity inhibitors, primary screen, cell-based, luciferase reporter, HEK293T, luminescence. COUP transcription factor 2 (Homo sapiens), P24468. HEK293T NGFI-A luciferase reporter. inhibition, % at 8.6 µM. 0.7% of 370,000 active;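 active means inhibition above a per-plate cutoff, mean inhibition of test wells between control levels plus 3 SD, cut at about 38% in these data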;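 further: cells cotransfected with COUP-TFII expression vector driving the NGFI-A reporter; 0% = median of COUP-TF2 test wells and 100% = reporter-only cells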
# TLR9-MyD88 block – inhibitors of TLR9-MyD88 association in cells, primary screen, cell-based, CHO, BLA complementation, fluorescence. 0.21% of 340,000 active. inhibition, % at 4.98 µM. CCF4 FRET ratio;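 active means inhibition above the mean over all tested compounds plus 3 SD, cut at about 21% in these data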;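 further: 0% = DMSO only wells and 100% = clavulanate BLA inhibitor control wells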
# TWEAK Fn14 block – inhibitors of TWEAK-Fn14 signaling, primary screen, luciferase reporter cells, uHTS; TWEAK-stimulated Fn14 reporter cells, luciferase luminescence, 8 h; inhibition, % at 10 µM; 2% of 360,000 active; in the data active means inhibition above about 50%
# SRC2 inh – inhibition of GAL4-SRC2 driven luciferase reporter, primary screen, SRC2 inhibitor project, cell-based, luminescence; Nuclear receptor coactivator 2 (Homo sapiens), Q15596; HEK293 GAL4-SRC2 luciferase reporter; inhibition, % at 9 µM; 0.17% of 370,000 active; AID 651957, 2012;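 active means inhibition above the mean inhibition of all tested compounds plus 3 SD, set per campaign, cut at about 52% in these data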;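 further: 0% = DMSO treated cells and 100% = cells given Gossypol at 36 µM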
# TRAIL sens C8 – viability loss with TRAIL in NB7+C8 cells, primary screen, TRAIL sensitizer project, cell-based, ATPlite luminescence | inhibition (viability loss, TRAIL sensitization), % at 10 µM | 1% of 360,000 active | AID 624354, 2012;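 active means compounds causing at least 50% loss of cell viability in the single-dose screen, relative to plate controls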
# NOD2-RIPK2 inh – NOD2-RIPK2 binding disruptors in cells, primary screen, fluorescence, CHO cells, BLA complementation. inhibition, % at 4.98 µM. 0.38% of 360,000 active. Receptor-interacting serine/threonine-protein kinase 2 (Homo sapiens), O43353. CCF4 ratio; in the data active means inhibition above about 21%;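 further: 0% = vehicle only and 100% = reference blocker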
# EBV LMP1 NFkB – EBV LMP1-driven NF-kappaB luciferase reporter inhibitors, primary screen, cell-based, luminescence, single point; LMP1-induced NF-kappaB luciferase reporter cells; inhibition, % at 12.5 µM; 0.69% of 350,000 active; AID 504558, 2011; in the data active means inhibition above about 41%;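 further: 0% = neutral control wells and 100% = reference inhibitor control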
# LRH-1 inv ag – LRH-1 (NR5A2) inverse agonists, primary screen, cell-based, luminescence, HEK293T, StAR-luciferase reporter. inhibition, % at 3.6 µM. LRH-1 transfected, 24 h. 0.13% of 360,000 active. AID 602396, 2012;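 active means inhibition above the mean inhibition of all tested compounds plus 3 SD, cut at about 73% in these data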;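 further: 0% = DMSO wells and 100% = reporter-only cells lacking LRH-1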
# Starred values were filed as active, the others as inactive; . = not tested or not shown. An excerpt. The share of hits here may be higher or lower than overall.
SMILES,TROY NFkB inh,SRC3 inh,NCOA1 inh,NR2F2 inh,TLR9-MyD88 block,TWEAK Fn14 block,SRC2 inh,TRAIL sens C8,NOD2-RIPK2 inh,EBV LMP1 NFkB,LRH-1 inv ag
Cc1cc(C)cc(NC(=O)CSCc2cc(=O)n3ccsc3n2)c1,-16,4,11,-11,-3,-14,-6,-20,-7,4,7
COc1ccc(CN2C(=O)c3cccnc3C2=O)cc1S(=O)(=O)N1CCOc2ccc(Cl)cc21,9,7,9,28,-6,-14,5,0,-2,1,-4
O=C(NCc1cccc(Cl)c1)C1CCCN(c2ncnc3c2nc2n3CCCCC2)C1 (stereo not drawn),-11,-3,18,5,-6,-8,10,16,2,4,21
CCCCn1c(N)c(N(CCOC)C(=O)c2c(CC)noc2C)c(=O)[nH]c1=O,11,2,0,-4,-5,7,10,-12,-1,-2,-25
Cc1cc(NC(=O)C(Cl)c2ccccc2)no1 (stereo not drawn),6,13,26,-13,-9,20,12,-9,0,31,-4
CSCCC(NC(=O)c1ccccc1Br)C(=O)NNC(=O)C1COc2ccccc2O1 (stereo not drawn),-6,0,-12,-3,-13,10,-72,-7,4,4,-3
CCOC(=O)C1C2C=CC3(CN(C4CCCC4)C(=O)C13)O2 (stereo not drawn),0,15,-10,-9,3,0,14,0,-11,-6,4
O=C(NC1CCCCCC1)C1Cc2ccccc2CN1C(=O)c1ccco1 (stereo not drawn),-63,-3,-2,0,2,-16,7,-2,-8,-16,6
CCOC(=O)C(=CNc1cc(C)ccc1[N+](=O)[O-])C(=O)OCC,20,-2,-3,-2,-33,-15,9,-8,0,11,4
CCNC(=O)C(C)Oc1ccc(Cl)cc1Cl (stereo not drawn),7,7,-4,-6,5,9,14,7,3,4,13
CCOc1ccc(CSC2=NCCN2)cc1Cl,-1,-5,-18,0,1,-11,-26,12,1,-5,30
Cc1c(NC(=O)c2cccnc2C(=O)O)cccc1C(=O)O,2,12,3,10,0,-9,-19,-9,-2,3,15
Cc1ccc(S(=O)(=O)Nc2ccccc2)cc1[N+](=O)[O-],6,-21,1,15,-16,-2,-6,8,-13,1,12
COc1ccc(OC)c(Nc2cc(C)nc3nc(C)nn23)c1,3,14,3,-7,-3,-2,15,3,4,-2,13
CC(C)OC(=O)N(C)C[C@H]1OCc2cnnn2CCCC(=O)N([C@H](C)CO)C[C@H]1C,-9,13,14,-12,5,14,5,-11,-1,-6,-1
Cc1ccc(S(=O)(=O)N/N=C\c2cc3c(cc2[N+](=O)[O-])OCO3)cc1,-12,8,-15,-18,9,16,12,16,-10,-1,26
CCOc1ccc(-n2c(SCC(=O)Nc3ccc(OC)cc3OC)nc3c(c2=O)SCC3)cc1,13,1,-4,-15,0,-14,6,-8,2,8,-12
O=C(O)CCN=Cc1c(O)c2ccccc2oc1=O,0,9,7,0,-57,0,7,-5,-4,-2,11
CC1CCN(C(=O)CSc2nc3c(c(=O)n(C)c(=O)n3C)n2C)CC1,-23,12,-2,-7,4,45,26,-14,11,-5,-6
Cc1cc(OC(=O)Cc2cccc3ccccc23)c([N+](=O)[O-])c(=O)[nH]1,0,6,5,4,-1,0,-11,-7,-1,7,-1
O=C(Nc1nc(-c2nc3ccccc3s2)cs1)C1CC1,-55,-63,-85,-30,-3,6,-88,52*,7,-59,-136
COc1ccc(C(=O)C[C@@H]2OC[C@H](C)N2S(=O)(=O)c2ccc(C)cc2)cc1OC,.,.,.,5,.,.,9,-5,1,.,19
Cn1nccc1NS(=O)(=O)c1ccc(C(C)(C)C)cc1,16,17,-23,1,2,5,-9,22,-8,4,10
COC(=O)C1=C(C(=O)OC)[C@@H]2N(C)c3ccc(OC)cc3[C@@]23C[C@@H](C(=O)OC)N(C(=O)NC2CCCCC2)C3=N1,-2,4,-1,-3,9,-19,-21,12,-5,-1,-12
CC(=O)Nc1nnc(SCC(=O)N2CCCc3ccccc32)s1,-12,10,-24,-1,12,0,16,14,-2,-3,0

# Laid out differently: entries from further up.
# Values in the order – TROY NFkB inh | SRC3 inh | NCOA1 inh | NR2F2 inh | TLR9-MyD88 block | TWEAK Fn14 block | SRC2 inh | TRAIL sens C8 | NOD2-RIPK2 inh | EBV LMP1 NFkB | LRH-1 inv ag
- COc1ccc(OC)c(Nc2cc(C)nc3nc(C)nn23)c1
    3 | 14 | 3 | -7 | -3 | -2 | 15 | 3 | 4 | -2 | 13
- CCOC(=O)C1C2C=CC3(CN(C4CCCC4)C(=O)C13)O2 (stereo not drawn)
    0 | 15 | -10 | -9 | 3 | 0 | 14 | 0 | -11 | -6 | 4
- CCOc1ccc(-n2c(SCC(=O)Nc3ccc(OC)cc3OC)nc3c(c2=O)SCC3)cc1
    13 | 1 | -4 | -15 | 0 | -14 | 6 | -8 | 2 | 8 | -12
- COC(=O)C1=C(C(=O)OC)[C@@H]2N(C)c3ccc(OC)cc3[C@@]23C[C@@H](C(=O)OC)N(C(=O)NC2CCCCC2)C3=N1
    -2 | 4 | -1 | -3 | 9 | -19 | -21 | 12 | -5 | -1 | -12
- CCOc1ccc(CSC2=NCCN2)cc1Cl
    -1 | -5 | -18 | 0 | 1 | -11 | -26 | 12 | 1 | -5 | 30
- Cc1c(NC(=O)c2cccnc2C(=O)O)cccc1C(=O)O
    2 | 12 | 3 | 10 | 0 | -9 | -19 | -9 | -2 | 3 | 15

# Next part.
SMILES,TROY NFkB inh,SRC3 inh,NCOA1 inh,NR2F2 inh,TLR9-MyD88 block,TWEAK Fn14 block,SRC2 inh,TRAIL sens C8,NOD2-RIPK2 inh,EBV LMP1 NFkB,LRH-1 inv ag
CCOc1ccccc1C1N(c2ccc(F)cc2)C(=O)C2CCCN21 (stereo not drawn),14,10,-2,12,-9,-28,-22,-6,-3,1,3
OCCC1CN(Cc2ccccc2-c2ccco2)CCN1Cc1ccccc1 (stereo not drawn),13,6,-1,2,4,-2,17,8,-23,1,9
COc1ccc(NC(=S)N2CCN(C(c3ccccc3)c3ccccc3)CC2)cc1OC,9,2,-13,5,4,13,0,1,2,11,-9
CC1(C(=O)O)CCN1C(=O)c1cccnc1Oc1ccccc1 (stereo not drawn),0,-28,-9,-13,.,-5,10,6,4,.,5
CN(Cc1ccccc1)C(=O)c1nc[nH]c1C(=O)N1CCc2ccccc2C1,20,0,-20,-7,-4,0,3,-17,-15,3,-14
Cc1ccccc1N(C(=O)c1ccco1)C(C(=O)NC1CCCC1)c1cccnc1 (stereo not drawn),10,14,1,-3,-10,6,-33,1,4,-17,-8
O=C(NCc1ccco1)C1CCCN(c2nnc(-n3cccc3)s2)C1 (stereo not drawn),-17,6,1,-7,7,-6,-7,8,-6,-26,3
O=C(COC(=O)c1ccc(Cl)c(S(=O)(=O)N2CCCCC2)c1)NCC1CCCCC1,7,-4,-7,9,8,-8,-7,8,6,-3,7
Cc1nc(-c2cccc(S(=O)(=O)N3CCOCC3)c2)cs1,-1,-1,7,15,-12,-10,2,10,-2,2,16
Cc1ccc(C(=O)Nc2cccc(C(=O)N3CCOCC3)c2)cc1,-42,-52,-65,-16,3,5,-38,3,0,21,-77
CN(Cc1nc2ccccc2[nH]1)C(=O)C1CCC(=O)N(C2CCCC2)C1 (stereo not drawn),2,-10,6,-7,4,7,-5,3,-2,0,-3
CC(C)CNC(=O)CSc1nnc(-c2ccccn2)n1Cc1ccccc1,-6,14,-1,-3,-3,9,-8,-20,3,3,-8
COc1ccc(CC(=O)NNC(=O)COc2ccc(F)cc2)cc1S(=O)(=O)N1CCOCC1,2,8,7,7,-12,11,-13,4,-13,1,-4
O=C(CCC(=O)Nc1cccc(C(F)(F)F)c1)NCC1CCCO1 (stereo not drawn),-11,-7,-5,8,-8,8,-21,3,-10,6,-14
CCn1c(O)c(N=NC(=O)CNC(=O)c2cccnc2)c2ccccc21,-18,6,-16,-6,-7,5,9,-5,-8,1,-9
CCCCOC(=O)C1=C(C)NC(=O)NC1c1ccc([N+](=O)[O-])s1 (stereo not drawn),-10,12,2,7,-2,28,5,5,-36,3,7
CCCc1nc(-c2cc3cc(C)ccc3[nH]c2=O)no1,-7,8,5,15,3,17,-1,10,-6,4,-19
Cc1csc2nc(CNC(=O)c3cccc(C(F)(F)F)c3)cn12,.,7,2,-2,8,97*,5,-7,6,-2,-13
Cc1cccc(C)c1OCc1cc(C(=O)NCc2cn(C)nc2C)no1,-2,4,-30,-23,-5,-6,-17,16,-8,5,-25
O=C(Cn1cc(C(=O)c2ccco2)c2ccccc21)NCc1ccco1,-1,-10,-23,-21,-3,-4,-26,11,-8,-7,-8
CC(=O)Nc1cc(S(=O)(=O)Nc2ccccc2)c(C)cc1C,-4,9,5,12,-7,4,-15,-8,6,-7,11
CCCCOn1c(C)c(C(C)=O)c2c3no[n+]([O-])c3ccc21,26,16,4,-11,-2,19,22,5,4,16,-7
O=C(NCCCN1CCOCC1)c1cc(-c2ccc(Cl)cc2)on1,-15,-2,-20,24,8,16,18,4,4,3,5
COc1cc2ccc(=O)oc2cc1O,-12,-6,-7,2,-9,-15,15,-22,30*,-2,-7
COc1ccc(NC(C)=O)cc1NC(C)C(=O)Nc1ccc(F)cc1 (stereo not drawn),-3,3,-13,3,2,-3,15,-4,4,-14,-10

# 2 compounds picked at random from those above, as already listed:
SMILES,TROY NFkB inh,SRC3 inh,NCOA1 inh,NR2F2 inh,TLR9-MyD88 block,TWEAK Fn14 block,SRC2 inh,TRAIL sens C8,NOD2-RIPK2 inh,EBV LMP1 NFkB,LRH-1 inv ag
CC1CCN(C(=O)CSc2nc3c(c(=O)n(C)c(=O)n3C)n2C)CC1,-23,12,-2,-7,4,45,26,-14,11,-5,-6
CC(=O)Nc1cc(S(=O)(=O)Nc2ccccc2)c(C)cc1C,-4,9,5,12,-7,4,-15,-8,6,-7,11
